SIAH1 antagonists: blockers of Siah-1 interaction with plectin peptide – biochemical, fluorescence polarization, rhodamine-plectin, uHTS, primary screen (AID 1817) | actives 0.02% (n = 290,000) | displacement, % at 20 µM; hits with a dose series show IC50 in µM | Siah-1 / rhodamine-plectin peptide fluorescence polarization; higher % means a stronger effect;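 active = displacement of at least 50% at 20 µM, with a fluorescence ratio check between 0.3 and a set limit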;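 also: plate controls were Siah plus tracer with DMSO for no effect and tracer alone without Siah for full effect; strong numbers were not always called active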
P. falciparum M1AAP: P. falciparum M1AAP inhibitors, biochemical, fluorogenic H-Leu-NHMec substrate, 1536-well (AID 1445) | actives 0.42% (n = 220,000) | one-dose inhibition, % at 30 µM; IC50 in µM for titrated hits | recombinant M1AAP, H-Leu-NHMec fluorogenic kinetic assay; higher % means a stronger effect;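 active = primary inhibition above the hit cutoff, then over 50% inhibition at one or more dose response concentrations, cut at about 23% in these data, passing the limit was not always enough; inconclusive = conflicting primary data, or primary hits not chosen for dose response; inactive = low primary inhibition, or under 50% at every dose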;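 also: plate controls were DMSO full reaction for no effect and no enzyme background for full effect; strong numbers were not always called active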
human PMI inhibitors: MPI inhibition at elevated mannose 6-phosphate – biochemical, fluorescence intensity, high mannose 6-phosphate, primary screen (AID 1220); inhibition, % at 20 µM, or IC50 in µM where a hit was titrated; recombinant PMI enzyme, coupled fluorescence intensity; higher % means a stronger effect; actives 0.66% (n = 190,000)
P. falciparum M17LAP: P. falciparum M17LAP inhibitors, primary screen, biochemical, fluorogenic H-Leu-NHMec substrate, 1536-well (AID 1619) | actives 0.38% (n = 220,000) | recombinant M17LAP, H-Leu-NHMec fluorogenic kinetic assay; higher % means a stronger effect | inhibition, % at 30 µM; hits with a dose series show IC50 in µM;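 active = compound inhibiting the enzyme by more than half at any dose during confirmatory dose-response retesting; inconclusive = strong single-dose inhibitors picked by rank but not retested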;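 also: plate controls were full reaction with DMSO carrier for no effect and no enzyme background for full effect; strong numbers were not always called active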
PMI inhibitors: inhibitors of human PMI, primary screen, biochemical, fluorescence intensity, coupled assay (AID 1209); purified PMI enzyme, coupled fluorescence intensity; higher % means a stronger effect; one-dose inhibition, % at 20 µM; IC50 in µM for titrated hits; actives 0.42% (n = 190,000);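 also: plate controls were DMSO vehicle for no effect and wells lacking substrate for full effect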
XIAP antagonists: XIAP antagonists, biochemical, IAP family, fluorescence polarization (AID 1018); XIAP BIR domain, fluorescence polarization peptide displacement; higher % means a stronger effect; displacement, % at 20 µM; hits with a dose series show IC50 in µM; actives 0.007% (n = 200,000); in the data active = displacement above about 50%; also: a part of the inactive calls stands beside numbers as strong as those of hits
LYP phosphatase: inhibitors of LYP phosphatase, biochemical, fluorescence intensity, uHTS (AID 1779). recombinant LYP phosphatase, fluorescence intensity; higher % means a stronger effect. inhibition, % at 11.5 µM; hits with a dose series show IC50 in µM. actives 0.054% (n = 290,000);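 also: plate controls were vehicle with enzyme for no effect and no enzyme for full effect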
Dynein transport: dynein cargo transport inhibition | 3617.4 mouse cells, GR-EGFP nuclear translocation imaging; test concentration mostly 20 µM; stimulated with dexamethasone, 1 µM; active compounds read low | z-score, hits read low | actives 0.47% (n = 220,000);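 active = plate z-score of nuclear minus cytoplasmic receptor signal below a set negative limit, without overly bright fluorescence or cell loss, cut at about -3.5 in these data, passing the limit was not always enough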;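 also: z-score of nuclear minus cytoplasmic ring GR-EGFP intensity difference per well; some compounds called inactive have numbers as strong as hits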
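Buffer or medium: tet-free, stripped-serum medium; Also added: dexamethasone, 1.0 µM final; Technique: high-content fluorescence imaging after fixation; Times: 48 h induction, 1 h compound, 30 min dex at 37 °C; Read-out: per-cell GR-EGFP intensity, nucleus versus surrounding cytoplasmic ring, well-averaged.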
AID2073: inhibitors of Mint1-CaV2.2 protein interaction, biochemical, HTRF (AID 2073); HTRF protein-protein interaction, Mint1-CaV2.2; higher % means a stronger effect; one-dose inhibition, % at 20 µM; IC50 in µM for titrated hits; actives 0.19% (n = 290,000); in the data active = inhibition mostly above about 51%, no sharp cut-off; inconclusive = no clear call, values can overlap the other calls; inactive = mostly below about 53%; also: some results filed as inactive read as strong as hits
Dynein transport cytoplasmic EGFP: recorded beside Dynein transport, whose call it bears; z-score; measured here: cytoplasmic GR-EGFP intensity; active compounds read high
Dynein transport nuclear GR-EGFP: further read-out of Dynein transport, marked with its call; z-score; measured here: nuclear GR-EGFP intensity;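 lower value marks the stronger effect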
Dynein transport cell count: second read-out of Dynein transport, no call of its own (marks repeat the call); z-score; measured here: cell count per field
An asterisk follows results filed as active; i = inactive; u = inconclusive; x = no result given. Rule as the data show it, unless noted: active = inhibition above about 50%; inactive = the rest.

SMILES | SIAH1 antagonists | P. falciparum M1AAP | human PMI inhibitors | P. falciparum M17LAP | PMI inhibitors | XIAP antagonists | LYP phosphatase | Dynein transport | Dynein transport cytoplasmic EGFP | Dynein transport nuclear GR-EGFP | Dynein transport cell count | AID2073
CCOc1ccccc1NC(=O)CN(c1ccc(C)cc1)S(=O)(=O)c1c(C)noc1C | -3% | 6% | 10% | 6% | 12% | -4.8% | 7% | -0.8 | 0.36 | -0.071 | 1.3 | 1%
CC1CCCCC1NC(=O)CN1CCN(Cc2ccccc2Cl)C1=O (stereo unspecified) | 3% | 4% | 4% | 12% | 6% | -14% | -4% | 1.1 | -0.12 | 2.1 | -1.5 | 4%
N#C/C(=C\c1ccc(O)c(Br)c1)C(=O)NCc1ccccc1 | 0% | 11% | 16% | 15% | 18% | 0.8% | -3% | 0.054 | -0.26 | 0.021 | 0.54 | -11%
O=C1c2ccccc2-c2cccc(NS(=O)(=O)c3ccc(C(F)(F)F)cc3)c21 | 3% | -3% | 16% | -17% | 16% | 0.5% | -2% | -0.99 | 0.11 | -0.7 | 1.7 | 15%
Cc1cc(C)nc(NC(=O)Nc2ccc3c(c2)OCO3)c1 | 3% | 4% | 16% | -2% | 3% | -13% | -7% | 1.1 | -0.3 | 0.96 | -0.86 | -3%
Cc1ccc(NC(=O)c2c(Cl)n(C)c3ccccc23)cc1 | 8% | 8% | 6% | 8% | -3% | -4.0% | -8% | -0.51 | -0.19 | -0.32 | 0.46 | -4%
c1ccc2c(c1)ncn2Cc1nnc2sc(-c3ccncc3)nn12 | -2% | 5% | 7% | 0% | 34% | -1.7% | -1% | -0.58 | -0.21 | -0.045 | 0.71 | 13%
COc1cc(CN(C2CCCCC2)S(=O)(=O)c2ccc(S(=O)(=O)N(C)C3CCCCC3)cc2)cc(OC)c1OC | 4% | 7% | 0% | 3% | 8% | -5.7% | 7% | -0.15 | -0.33 | -0.28 | 0.64 | 10%
O=C(Nc1ccc(O)c(-c2nc3ccccc3s2)c1)C1=COCCO1 | -6% | 6% | 14% | -6% | 17% | 1.4% | -8% | 0.1 | -0.17 | 0.3 | -0.42 | 41%
CC(=O)N1CCCN(Cc2cn(-c3cc(C)ccc3C)nc2-c2ccccc2)CC1 | 4% | x | 2% | x | 4% | -7.7% | -8% | 0.55 | -0.34 | 0.81 | 0.18 | -14%
O=C(CCS(=O)(=O)c1ccc(Br)cc1)Nc1ccccn1 | 20% | -1% | -1% | -12% | -3% | -2.8% | -6% | 0.86 | -0.26 | 0.32 | -0.46 | 15%
Cc1ccc(Cn2c(CN3CC(C)OC(C)C3)nc3c2c(=O)[nH]c(=O)n3C)cc1 (stereo unspecified) | 5% | 5% | 2% | 3% | 1% | -3.7% | -7% | 1.8 | -0.17 | 1.2 | -2.1 | 4%
Cc1nn(-c2ccccc2)c(Cl)c1/C=C1\SC(=S)N(C)C1=O | 2% | 0% | -7% | -8% | -8% | -5.3% | 5% | 1.9 | 0.14 | 1.6 | -0.7 | 3%
CS(=O)(=O)c1nc(-c2ccccc2)c(-c2ccccc2)[nH]1 | -5% | 8% | -6% | 10% | -3% | -17% | -3% | 0.16 | -0.18 | -0.1 | 0.49 | -1%
O=C(Nc1ccc(N2CCCC(O)C2)cc1)c1snc2c(=O)[nH]cnc12 (stereo unspecified) | -5% | 1% | 6% | -4% | 9% | -2.4% | 1% | -1.2 | -0.18 | 0.063 | 0.93 | 23%
O=C(Cc1n[nH]c(=O)[nH]c1=O)N/N=C/c1cccc(O)c1 | 3% | 8% | -3% | 14% | 1% | -4.8% | 1% | -0.25 | -0.25 | -0.34 | 0.63 | 2%
c1ccc2c(c1)C(=NCC1CCCO1)NC2=NCC1CCCO1 (stereo unspecified) | -2% | 8% | 6% | -4% | 4% | -7.2% | -6% | -0.36 | -0.32 | 0.013 | 0.26 | 7%
COC(=O)C1=CN(CCCN2CCCC2=O)C=C(C(=O)OC)C1c1cccs1 | -5% | 5% | -7% | i | 2% | 0.4% | -11% | -0.33 | -0.45 | -0.15 | -0.16 | 9%
CN(C)CC/C=C1/c2ccccc2COc2ccccc21 | -2% | 0% | 4% | -2% | 3% | 2.0% | -8% | x | x | x | x | -8%
O=Cc1ccc(OCC(=O)NC(=O)NC2CCCCC2)cc1 | -2% | -1% | 7% | 4% | 16% | -12% | -4% | 2.2 | -0.19 | 1.7 | 0.054 | -1%
COC(=O)COc1ccc2c(=O)c(-c3ccccc3)coc2c1 | -1% | 2% | x | 0% | x | x | 1% | 0.35 | -0.3 | 0.11 | 0.46 | -2%
COc1ccc(NC(=O)CSc2nnc(C3CC3)n2N)cc1 | -1% | -2% | 11% | 11% | 12% | -20% | -5% | 0.15 | -0.47 | 0.00086 | 0.31 | -6%
Cc1onc(-c2c(Cl)cccc2Cl)c1C(=O)OCC(=O)c1ccccc1 | 1% | -2% | x | 11% | x | x | -4% | 0.27 | -0.28 | 0.72 | 0.039 | -1%
Cc1ccc(C2(C)NC(=O)N(CC(=O)NC(=O)NCCC(C)C)C2=O)cc1 (stereo unspecified) | -2% | 6% | -15% | 8% | -9% | -3.4% | 0% | -0.018 | -0.15 | 0.79 | 0.35 | 4%
Cc1nnc(SCC(=O)NC(=O)NCc2ccco2)n1Cc1ccccc1 | 14% | 2% | -57% | -8% | -40% | -1.6% | -2% | 0.045 | -0.19 | 0.24 | 0.81 | 9%
COc1ccc(Cl)cc1Nc1nc(C)cc(=O)[nH]1 | 2% | 2% | 9% | -9% | 10% | 0.2% | 2% | -0.0032 | -0.24 | 0.02 | 0.61 | 4%
Cc1ccc(NC(=O)CSc2nc(O)c(Cc3ccccc3)c(=O)n2-c2ccccc2)cc1 | 4% | 3% | -4% | 7% | -2% | -10% | -2% | 0.041 | -0.2 | 0.14 | -0.055 | -4%
Cc1cccc(-n2ncc3c(NCCCO)ncnc32)c1 | -2% | 0% | 12% | -6% | 9% | 0.9% | -7% | -0.51 | -0.23 | -0.096 | 0.71 | 8%
Cc1ccc(/C=C/C(=O)NCC2COc3ccccc3O2)o1 (stereo unspecified) | 2% | 6% | -9% | 0% | -24% | -0.9% | 7% | -6.6* | 2* | -2.8* | -0.45* | 72%*
Cc1cccc(N(Cc2cc3ccccc3[nH]c2=O)S(=O)(=O)c2ccccc2)c1 | -2% | 6% | 0% | 4% | 0% | -3.8% | 1% | 0.3 | -0.24 | 0.21 | -0.37 | 3%
O=C(NCC(c1cccs1)N1CCOCC1)c1ccccc1NS(=O)(=O)c1cccc([N+](=O)[O-])c1 (stereo unspecified) | 11% | 16% | -18% | 17% | -21% | -1.6% | -3% | -1.1 | 0.15 | -0.63 | 1 | 14%
Cn1c(CCc2nc3ccccc3[nH]2)n[nH]c1=S | -7% | -2% | -9% | 11% | -8% | -0.7% | -2% | -0.61 | -0.31 | -0.37 | 1.2 | -15%
O=C(N/N=C/c1c[nH]c2ccccc12)c1[nH]c2ccc(Br)cc2c1-c1ccccc1 | -2% | 4% | 6% | 6% | 12% | -5.7% | 0% | -0.76 | -0.24 | -0.64 | 0.44 | u
O=C(NC(=S)Nc1ccc(Cl)cn1)C12CC3CC(CC(C3)C1)C2 | 2% | 4% | 0% | -8% | -6% | -7.7% | 9% | 0.51 | -0.15 | 0.38 | -1 | 23%
N#CC1=C(N)N2C(=C(C#N)C13CCCC3)Nc1ccccc12 | -2% | x | 8% | x | 5% | -5.4% | -10% | 3 | -0.0087 | 2.2 | -1.7 | 0%
O=C(Nc1ccc(OC(F)F)cc1)c1ncc(Cl)c(Cl)c1Cl | -3% | 7% | -3% | 12% | 1% | -3.6% | -5% | 0.42 | -0.24 | -0.13 | 0.46 | 5%
Cc1ccc2c(c1)c(C)cc[n+]2Cc1ccccc1 | -4% | 3% | -2% | 13% | 1% | 2.8% | -7% | -0.75 | -0.012 | -0.47 | 0.19 | -1%
Cc1ccc(C)c(SCC(=O)OCC(=O)Nc2ncc(C(F)(F)F)cc2Cl)c1 | -1% | 5% | 16% | 4% | 25% | -2.0% | 1% | -0.43 | -0.27 | -0.23 | 0.35 | -2%
O=C(c1nc2nc(-c3ccccc3)cc(C(F)(F)F)n2n1)N1CCCCC1 | 0% | 9% | 3% | 21% | 12% | -7.9% | -2% | -0.096 | -0.27 | 0.31 | 1.1 | -8%
COC(=O)c1[nH]c2ccc(C)cc2c1NC(=O)CCN1CCN(C2CCCCC2)CC1 | 0% | 4% | 7% | 8% | 9% | -1.8% | -7% | 2.4 | 0.052 | 1.4 | -2.2 | 12%
COC(=O)N/N=C/c1cccc(OCCSc2ccc(Cl)cc2)c1 | 3% | 10% | 15% | 11% | 10% | -15% | 3% | 0.073 | -0.11 | 0.28 | -0.66 | -6%
COc1ccc(N2CCN(Cc3ccc(Br)s3)CC2)cc1 | 10% | -1% | -9% | 18% | 2% | -6.9% | -12% | 1.1 | -0.16 | 0.41 | -0.074 | -18%
CCOC(=O)CC(=O)N/N=C/c1c(N)n(C)c(=O)n(C)c1=O | 2% | 3% | -10% | 11% | -13% | -6.6% | -6% | 1.2 | -0.24 | 0.82 | -0.9 | -20%
COc1ccc(C(=O)COC(=O)c2ccc(N(C)C)cc2)cc1 | 6% | -1% | -7% | -1% | -5% | -3.2% | -9% | -0.43 | -0.21 | -0.13 | 0.45 | 23%
Cc1ccc(SCC(=O)NC(=O)NCc2ccccc2)c(C)c1 | 7% | 9% | 10% | 17% | 6% | -3.2% | -4% | -0.32 | -0.34 | -0.41 | 0.77 | 2%

Not a retest: an excerpt of the list.
SMILES | SIAH1 antagonists | P. falciparum M1AAP | human PMI inhibitors | P. falciparum M17LAP | PMI inhibitors | XIAP antagonists | LYP phosphatase | Dynein transport | Dynein transport cytoplasmic EGFP | Dynein transport nuclear GR-EGFP | Dynein transport cell count | AID2073
CCOC(=O)CC(=O)N/N=C/c1c(N)n(C)c(=O)n(C)c1=O | 2% | 3% | -10% | 11% | -13% | -6.6% | -6% | 1.2 | -0.24 | 0.82 | -0.9 | -20%
COc1ccc(C(=O)COC(=O)c2ccc(N(C)C)cc2)cc1 | 6% | -1% | -7% | -1% | -5% | -3.2% | -9% | -0.43 | -0.21 | -0.13 | 0.45 | 23%
Cc1ccc(SCC(=O)NC(=O)NCc2ccccc2)c(C)c1 | 7% | 9% | 10% | 17% | 6% | -3.2% | -4% | -0.32 | -0.34 | -0.41 | 0.77 | 2%

Screening data from PubChem.
